MOR-DOR ag: OPRM1-OPRD1 heterodimerization agonism | P35372+P41143 | cells, luminescence | activation, % at 9.3 µM | 340,000 tested, 0.3% active; in the data active means activation above about 18%;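 further: 0% = vehicle-treated cells and 100% = reference agonist; values of inactives mirror those of a sister screen read the other way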
PKA-R1A activ: activators of PKA-R1A complex; P00514+P68181; PKA-R1A dissociation, Cy5-IP20 fluorescence polarization; scaled: DMSO 0%, 113 µM cGMP 100%; activation, % at 11.4 µM; 340,000 tested, 0.083% active;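 active means percent activation above the mean of all tested compounds plus 3 SD, cut at about 19% in these data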;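 further: higher means more PKAc released from R1A so a rise in polarization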
phage Ecoli inh: E. coli growth loss with phage present; 360,000 tested, 0.26% active; inhibition, % at 11.9 µM; growth absorbance; in the data active means inhibition above about 11%
HTR5A inv ctr: inverse agonist of human HTR5A in OPRM1-OPRD1 counter-screen; P47898; HTR5A cell line, luminescence, inverse agonism; inhibition, % at 9.3 µM; 340,000 tested, 0.083% active; in the data active means inhibition mostly above about 23%, no sharp cut-off; inactive means mostly below about 18%;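 further: 0% = cells with DMSO and 100% = no-cell wells with DMSO; some compounds called inactive have numbers as strong as hits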
Target sequence (P47898 whole entry, looked up): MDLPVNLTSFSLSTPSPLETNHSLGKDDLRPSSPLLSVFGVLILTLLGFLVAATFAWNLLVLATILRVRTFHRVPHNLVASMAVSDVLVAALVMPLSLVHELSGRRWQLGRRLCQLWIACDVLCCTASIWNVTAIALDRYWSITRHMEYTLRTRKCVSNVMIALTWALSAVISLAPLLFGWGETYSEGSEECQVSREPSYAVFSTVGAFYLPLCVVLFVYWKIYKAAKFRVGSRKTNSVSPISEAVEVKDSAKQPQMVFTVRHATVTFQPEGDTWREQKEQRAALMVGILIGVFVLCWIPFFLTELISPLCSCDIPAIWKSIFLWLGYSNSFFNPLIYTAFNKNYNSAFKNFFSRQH
Mot1-301 SUMO: inhibitors of SUMOylation pathway: yeast Mot1-301 growth rescue; S. cerevisiae Mot1-301 growth rescue, ATP luminescence, 38.5C; percent above DMSO median, 100 means doubled; growth rescue, % at 18.8 µM; 320,000 tested, 1% active;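 active means every valid replicate shows activation above 250% relative to neutral control wells; inactive means the rest, any valid replicate at or below 250%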;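 further: OY570 slx delta 5 strain wells were the positive control but not used for scaling; some compounds called inactive have numbers as strong as hits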
Tat export inh: blocks Tat-dependent protein export in E. coli; E. coli MC4100 TorA-mCherry Tat export, fluorescence; inhibition, % at 10 µM; 340,000 tested, 0.036% active; AID 488895;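 active means mean replicate inhibition at least 50% and at least half of replicates individually reaching 50%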;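 further: exported cargo escapes ClpAP degradation while cytoplasmic cargo is degraded and loses fluorescence; 0% = median of neutral control wells and 100% = median of NaSCN control wells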
PKA-R2B activ: activators of human PKA-R2B complex | P22694+P31323 | PKA-R2B holoenzyme dissociation, Cy5-IP20 fluorescence polarization; R2B truncated from residue 108, S112A mutant; 0% DMSO only, 100% 113 µM cGMP | activation, % at 11.4 µM | 340,000 tested, 0.079% active | AID 504700;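 active means activation above a cutoff set at the mean over all compounds plus 3 SD, cut at about 18% in these data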;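 further: higher means more holoenzyme dissociation and a rise in polarization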
Target sequence (P31323 whole entry, looked up, other chains not shown, the tested form may be a part): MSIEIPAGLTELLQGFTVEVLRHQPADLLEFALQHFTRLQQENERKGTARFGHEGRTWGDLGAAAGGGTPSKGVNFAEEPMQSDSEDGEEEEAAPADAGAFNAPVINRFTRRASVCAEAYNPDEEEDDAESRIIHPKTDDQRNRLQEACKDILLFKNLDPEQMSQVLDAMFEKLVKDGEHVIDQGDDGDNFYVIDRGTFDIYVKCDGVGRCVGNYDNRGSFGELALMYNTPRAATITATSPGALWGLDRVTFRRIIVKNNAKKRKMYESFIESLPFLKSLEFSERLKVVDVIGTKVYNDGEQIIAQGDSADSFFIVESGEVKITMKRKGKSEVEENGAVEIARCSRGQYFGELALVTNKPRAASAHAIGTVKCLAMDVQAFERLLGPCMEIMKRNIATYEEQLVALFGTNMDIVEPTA
Ecoli viability: reduces bacterial viability in AddAB counter-screen. E. coli V3065 growth, OD600 absorbance, 18 h. 330,000 tested, 0.27% active. inhibition, % at 11.9 µM. AID 449728;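 active means inhibition above the campaign's mean inhibition across all tested compounds plus 3 SD, cut at about 9.9% in these data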;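 further: uninfected addAB+ strain grown without phage in ampicillin broth; 0% = DMSO wells and 100% = ciprofloxacin 0.95 µg/ml wells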
PfHsp90 set2: inhibits growth of yeast expressing Plasmodium falciparum Hsp90 | S. cerevisiae expressing PfHsp90, BacTiter-Glo ATP, 48 h; yeast lacking PDR1 and PDR3 efflux regulators | inhibition, % at 9.4 µM | 310,000 tested, 0.32% active | AID 504621;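 active means every replicate shows inhibition above about 80%, whatever the replicate mean, limit read from the data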;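 further: 0% = DMSO neutral controls and 100% = 20 µM radicicol positive controls; yeast relying on Plasmodium falciparum Hsp90 in place of its own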
MOR-DOR inv ag: inverse agonist of human OPRM1-OPRD1 heterodimerization; cell-based MOR-DOR heterodimer luminescence, inverse agonism; inhibition, % at 9.3 µM; 340,000 tested, 0.21% active; in the data active means inhibition above about 22%, passing the limit was not always enough;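 further: 0% = cells with DMSO and 100% = wells without cells with DMSO; values of inactives mirror those of a sister screen read the other way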
AddAB inh: less growth of phage-infected E. coli with AddAB; 330,000 tested, 0.29% active; AID 435030; E. coli expressing H. pylori AddAB, absorbance growth; inhibition, % at 11.9 µM; in the data active means inhibition above about 12%;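 further: 0% = vehicle wells of infected cells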
* marks the source's active call; other numbers are inactive results; · = not tested or not shown.

SMILES	MOR-DOR ag	PKA-R1A activ	phage Ecoli inh	HTR5A inv ctr	Mot1-301 SUMO	Tat export inh	PKA-R2B activ	Ecoli viability	PfHsp90 set2	MOR-DOR inv ag	AddAB inh
O=C(C1CCN(C2CCN(Cc3ccc4c(c3)CCO4)CC2)CC1)N1CCCC1	-0.5	0	0.7	-31	-1	-5	-15	-0.9	19	3	-1.3
COc1cc(C(=O)Nc2ccc(S(=O)(=O)Nc3nccc(C)n3)cc2)cc(OC)c1OC	1.2	10	1.7	-6	-29	-9	-3	1.5	-10	-7	1.5
COc1ccc(C(C)(C)C)cc1NS(=O)(=O)c1cccc2cccnc12	3.1	0	-0.2	11	-22	10	-3	·	13	-14	·
CCN(c1ccccc1)S(=O)(=O)c1ccc(Cl)c(C(=O)NCCc2ccc(OC)cc2)c1	-1.9	0	2.8	-18	6	12	-9	-0.2	7	10	0.8
O=[N+]([O-])c1ccc2[nH]c(O)c(N=NC3CCS(=O)(=O)C3)c2c1 (centres undefined)	-0.4	2	-1.3	4	12	3	5	0.0	8	2	1.1
O=C(O)c1ccccc1OCc1ccccc1Cl	-2.2	5	0.7	-6	-1	-3	4	0.8	5	11	1.5
O=C(/C=C/c1cccs1)Nc1nccs1	-1.2	-5	2.6	10	4	0	7	2.3	14	6	3.0
CSc1ccc(C#N)cc1NC(=O)c1ccc(Cl)cc1Cl	-2.2	9	3.1	14	19	1	16	0.0	17	11	4.8
Cc1cc(Cl)ccc1Nc1ncccc1C(N)=O	-1.2	-9	3.4	0	-6	-5	8	-0.1	-8	5	2.5
COC(=O)c1ccc(CSc2nc3c(c(=O)n2-c2ccc(Br)cc2)SCC3)o1	-1.2	-10	1.7	14	144	-7	-1	-1.8	-6	8	3.4
CC(C)(C)c1cc[n+](/C(C(=S)Nc2ccccc2F)=C(/[O-])c2ccc3c(c2)OCCO3)cc1	0.1	0	-2.0	1	0	0	3	-0.5	·	0	-1.5
COc1ccc(C2=Nn3c(C)nnc3SC2)cc1	-2.0	-5	-1.6	0	-14	0	-2	1.0	-5	10	0.6
Cc1nc2nc(N)nn2c(C)c1C/C=C/c1ccccc1	-0.7	-5	2.5	-12	-13	-13	-12	-0.8	-81	3	4.3
COc1cc(NC(=O)[C@@H]2CCCN2S(=O)(=O)c2cccc3cccnc23)cc(OC)c1OC	-2.0	-14	1.8	-7	28	-4	8	-0.6	1	11	0.3
COc1ccccc1Cc1noc(COc2cccc(C)c2C)n1	1.5	10	3.6	-16	35	-4	0	1.9	-19	-7	5.0
O=C(NC1CCCCC1)c1cccc(S(=O)(=O)N2CCOCC2)c1	-1.7	7	2.5	1	-7	3	-7	-2.4	·	8	1.7
CC(=O)Nc1scc(C)c1-c1nc2ccccc2s1	-0.2	-1	-1.9	-3	-8	3	-1	-0.2	-5	1	1.4
CCC(=O)c1cc2c(cc1NC(=O)c1cccs1)OCCO2	-0.5	-12	0.8	7	-6	13	1	0.7	-12	3	-0.1
Cc1ccc(N(C)C(=O)CCS(=O)(=O)c2ccc3c(c2)oc(=O)n3C)cc1	-2.9	-14	1.3	8	40	6	10	-0.9	-29	15	2.0
COC(=O)Nc1snnc1C	-2.2	-3	1.2	-28	2	-3	-9	0.2	·	11	0.5
COc1ccc(-n2c(CN3CCC(C(N)=O)CC3)nc3ccc([N+](=O)[O-])cc3c2=O)c(OC)c1	0.5	-2	1.1	25	1	0	8	1.3	19	-3	0.8
COc1ccccc1-n1cnc(N)c1C(C)=O	-2.3	-4	0.8	4	8	-7	-5	1.8	2	14	3.8
CCOc1ccc(S(=O)(=O)NCc2cccnc2)cc1NC(=O)c1ccccc1	-2.5	-17	3.1	4	·	1	-6	·	-18	13	·
CCCc1cc(CNC(=O)C2CCC(=O)N(CCc3cccc(F)c3)C2)on1 (centres undefined)	-1.9	-2	-0.1	6	-14	6	3	-0.4	3	10	1.9
COc1ccc(NC(=O)c2ccc(-n3cccn3)c([N+](=O)[O-])c2)cc1	-1.2	-7	2.3	4	33	-11	-16	-1.1	2	7	0.7
CC(=O)NCCCc1nc2ccccc2n1Cc1ccccc1F	-1.5	3	22*	6	21	1	-2	0.7	32	7	2.9
CC(C)(C)OC(=O)N1CCCC1C(=O)O (centres undefined)	0.4	7	0.7	-8	1	1	-5	-3.4	·	-2	-1.8
Cc1nc(-c2ccc(F)cc2)c(CC(=O)N(C)CC(=O)Nc2ccccc2C(F)(F)F)s1	0.2	-5	-1.3	10	297	1	-5	-3.9	·	-1	-1.2
CCOC(=O)c1c(NC(=O)COC(=O)c2ccccn2)sc(C(=O)N(C)C)c1C	-2.0	2	-1.1	15	-4	7	3	-2.6	27	13	-1.9
Cc1nc2ccc(NC(=S)NC(C)C)cc2nc1C	-2.5	-8	0.7	19	2	10	5	-3.6	-5	13	-0.3

Two compounds from above, showing only PKA-R2B activ, MOR-DOR inv ag and Tat export inh:
molecule	PKA-R2B activ	MOR-DOR inv ag	Tat export inh
COc1ccccc1-n1cnc(N)c1C(C)=O	-5	14	-7
CCOc1ccc(S(=O)(=O)NCc2cccnc2)cc1NC(=O)c1ccccc1	-6	13	1

(further entries)
SMILES	MOR-DOR ag	PKA-R1A activ	phage Ecoli inh	HTR5A inv ctr	Mot1-301 SUMO	Tat export inh	PKA-R2B activ	Ecoli viability	PfHsp90 set2	MOR-DOR inv ag	AddAB inh
CCOC(=O)c1cnn(-c2ccc(C(C)C)cc2)c1NC(=O)C1CCC1	-3.5	7	1.5	-5	-16	-1	-3	0.5	-7	17	2.1
CN(CC(=O)Nc1ccc(F)cc1)C(=O)CNC(=O)C1CCCCC1	-3.2	-2	0.9	0	4	0	-5	-2.6	·	13	0.9
O=C(O)C1CCN(C(=O)CSc2nc3ccccc3c(=O)n2Cc2ccccc2)CC1	-0.3	-8	0.7	6	-3	-4	9	-13	12	2	0.4
O=c1c2ccccc2nc(/C=C/c2cccnc2)n1CCc1ccccc1	-1.3	-11	-2.2	7	69	1	2	-1.7	-2	7	3.5
COc1ccc(CC(=O)OCC(=O)NCCc2ccccc2)cc1OC	-2.0	-7	1.4	6	7	-4	5	0.9	-14	11	1.5
COc1cc(/C=N/NC(N)=S)ccc1OCC(=O)Nc1ccc(C)cc1	-0.1	3	-0.8	-18	0	-15	1	-4.0	31	1	-1.3
CN(Cc1cccs1)c1nc(-c2cccnc2)nc2ccccc12	-1.6	1	2.4	-2	26	5	7	1.2	-12	7	4.8
CCCOC(=O)c1ccc(NC(=O)c2ccccc2[N+](=O)[O-])cc1	-2.9	-9	5.0	0	15	6	3	5.2	14	13	7.5
O=C(O)c1ccc(/C=N/NC(=O)c2ccc(CN3c4cccc5cccc(c45)S3(=O)=O)cc2)cc1	0.9	-14	-0.6	-12	-12	4	5	-2.0	4	-4	-0.9
CCn1c(=O)c(C(C)=O)nc2ccccc21	-2.7	7	-1.1	6	-9	-1	-3	-2.2	·	13	0.6
O=C(Cc1ccccc1)NN1C(=O)C2C3C=CC(C4CC34)C2C1=O (centres undefined)	-3.7	4	3.2	18	-10	-5	-2	-1.0	-15	20	-0.6
O=C(NC12CC3CC(CC(C3)C1)C2)c1cccc(OC(F)F)c1	1.1	-10	2.8	8	-4	12	-6	0.0	6	-5	0.4
Cc1cc(C(=O)NCc2ccco2)sc1C	0.8	-7	2.0	-11	33	3	-11	1.2	-17	-3	2.1
COc1ccc(C2(CNC(=O)c3ccc(OCC(C)C)cc3)CCOCC2)cc1	-1.3	1	5.6	-8	-17	-2	-16	-1.5	-25	6	0.7
Cc1c(NC(=O)Nc2ccc(Cl)cc2)c(=O)n(-c2ccccc2)n1C	-2.0	-1	-3.2	-3	-9	9	-2	-4.2	13	12	-3.3
COc1ccc(C2=Nn3c(nnc3-c3ccccc3F)SC2)cc1OC1CCCC1	0.3	-7	0.2	-7	1	20	5	1.7	-43	-2	3.4
Cc1ccc2sc(N(CCN(C)C)C(=O)/C=C/c3cccs3)nc2c1C	2.2	-4	1.0	-47	-5	2	4	-2.8	5	-11	4.4
CC1CCc2c(sc3nc(CN4CCOCC4)nc(Sc4ccccc4)c23)C1 (centres undefined)	-1.7	2	0.4	3	147	11	0	2.5	-82	9	0.3
Cc1cc(C)nc(SCC(=O)Nc2nonc2N)n1	-2.0	0	4.3	13	37	0	6	-0.5	-12	10	0.0
CC(C)CC1(C)NC(=O)N(CC(=O)N2C(C)CCCC2C)C1=O (centres undefined)	-2.2	-13	3.0	3	-12	1	-8	0.2	3	8	1.6
COc1ccc(Nc2ncc(C(=O)O)c3ccccc23)cc1	-1.3	-1	2.3	-13	11	4	-4	-0.2	·	7	3.0
O=C(CCCCCCN1C(=O)c2ccccc2C1=O)N1CCC(c2ccccc2)C1 (centres undefined)	-2.7	-1	2.0	-2	11	14	-13	-2.1	12	14	-1.6
Cc1cc(NC(=O)c2ccccc2C)ccc1NC(=O)c1ccccc1Cl	-2.6	4	-1.2	0	10	18	9	-0.6	-4	12	2.2
CCCCc1cc(=O)oc2cc(OC3CCCCC3=O)ccc12 (centres undefined)	0.1	-8	0.2	-13	203	-2	-11	-2.0	-6	0	1.9
O=C(/C=C/c1ccc(Br)cc1)c1ccco1	-1.7	-14	1.6	17	97	5	-7	-2.4	-2	12	0.5
CN(C)c1ccc(C(CNC(=O)c2ccc(F)cc2)c2c[nH]c3ccccc23)cc1 (centres undefined)	1.9	-8	5.6	10	1	4	-12	1.5	-8	-14	1.4
Cc1ccc2[nH]c(=O)c(-c3nc4ccccn4c3NCc3ccco3)cc2c1	2.5	-9	0.6	7	-9	-5	7	1.5	·	-12	4.6
C=CCN1C(=O)C(Cc2ccccc2)SC1=Nc1ccc(C(=O)O)cc1 (centres undefined)	-2.3	1	1.0	-4	-2	-4	-2	-0.5	-33	12	-0.1
CCOc1ccc(NC(=O)CC2C(=O)N(c3ccc(OC)cc3)C(=O)N2CCc2cccs2)cc1 (centres undefined)	-2.1	-11	0.9	-3	-20	5	-8	-0.3	12	13	0.0
Cc1nn(C(C)C(=O)NCCN2CCCCCC2)c(=O)c2nn(-c3ccccc3)c(C)c12 (centres undefined)	-1.7	4	1.8	-18	-10	-4	3	-2.3	-14	9	1.2
Cc1ccc(N(C(=O)CCC(=O)Nc2cc(C)on2)C(C(=O)NC2CCCC2)c2cccs2)cc1 (centres undefined)	0.1	-11	-0.5	-9	-3	-1	-5	-2.3	-8	0	1.8
CCCN1C(=O)SC(CC(=O)Nc2cccc3ccccc23)C1=O (centres undefined)	-0.4	6	0.2	-3	-1	4	-16	-0.7	-1	1	3.7
O=C(CCC(=O)N1CCCC1)Nc1ccc(Cl)c(Cl)c1	-5.2	-2	1.5	2	-12	-4	-20	-0.8	7	17	-3.3
Cc1ccc([N+](=O)[O-])cc1N/C=C/C(=O)c1ccco1	-0.3	5	0.5	-6	-13	-8	-1	-0.5	-15	2	3.3

Source: PubChem BioAssay (several laboratories)
